TRPV1 agonist: agonists of human vanilloid receptor 1 (TRPV1); AID 540275; activation, % at 8.33 µM; TRPV1-expressing cells, Fluo-8 calcium influx, agonist mode; Q8NER1; 320,000 compounds, 0.19% hits; in the data active = activation above about 80%; inconclusive = between about 30% and that limit; note: 0% is about no effect
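TRPV1-expressing cells were cultured overnight at 35.5C and loaded with Fluo-8 calcium dye for 40 to 90 min at room temperature. After a 10 s baseline, compound was added and calcium influx was read kinetically for 3 min (ex 480/em 520 nm).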
Coupling enz: coupling enzyme interference in Giardia aldolase counter-screen; 290,000 compounds, 0.67% hits; coupling enzyme system counterscreen, AmpLite Red fluorescence; AID 2472; activity change, negative = inhibition, % at 58.2 µM, hits read low; in the data active = activity change below about -30%; note: % is set by controls: 0 for no effect and ±100 for the full control effect
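Counterscreen of the coupled detection system alone, without aldolase: glyceraldehyde-3-phosphate coupling enzymes plus AmpLite Red readout. Compounds at 57.5 uM final, 10 min RT preincubation, 20 min RT reaction, fluorescence 525/598 nm.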
Giardia kill: Giardia lamblia killing; Giardia lamblia trophozoite viability; activity change, % at 7.66 µM, hits read low; 340,000 compounds, 0.15% hits; in the data active = activity change below about -80%; inconclusive = between about -30% and that limit;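 note: parasites exposed to compound for two days anaerobically before the ATP read; % is set by controls: 0 for no effect and ±100 for the full control effect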
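Media and compound were dispensed first, then trophozoites at 100 cells/well; plates sat 48 hrs at 37 deg C without oxygen before ATP luminescence reagent was added and read after 15-30 min at room temperature.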
Menin MLL FP TR: displaces Texas Red mutant MLL peptide from human menin; O00255; Menin + Texas Red MLL mutant peptide, fluorescence polarization; Potency, µM (series often up to 61.6 µM), for inactives: top-dose FP activity change, negative = inhibition, actives largely listed as inhibitors; 270,000 compounds, 0.23% hits; active = well fitted inhibition curve with a large enough effect in the polarisation, with a control signal flat, not every such curve was filed as active; inconclusive = small, poorly fitted or top-dose-only effect, or effect the other way, or a change in a side signal; inactive = no such curve, though single readings can be large or run the other way; the % refers to the polarisation; note: potency is the fitted concentration of half-maximal effect; % of control where 0% means no effect; many of its hits are not listed in these tables
GALK inhibitor: blocks human galactokinase activity; P51570; Purified GALK, Kinase-Glo residual ATP luminescence; Potency, µM (top dose mostly 57.5 µM), for inactives: top-dose activity change, negative = inhibition, hits mostly inhibitors; 270,000 compounds, 0.007% hits; AID 1868; note: potency is the fitted concentration of half-maximal effect; % is set by controls: 0 for no effect and ±100 for the full control effect
Target sequence (P51570 whole entry, looked up): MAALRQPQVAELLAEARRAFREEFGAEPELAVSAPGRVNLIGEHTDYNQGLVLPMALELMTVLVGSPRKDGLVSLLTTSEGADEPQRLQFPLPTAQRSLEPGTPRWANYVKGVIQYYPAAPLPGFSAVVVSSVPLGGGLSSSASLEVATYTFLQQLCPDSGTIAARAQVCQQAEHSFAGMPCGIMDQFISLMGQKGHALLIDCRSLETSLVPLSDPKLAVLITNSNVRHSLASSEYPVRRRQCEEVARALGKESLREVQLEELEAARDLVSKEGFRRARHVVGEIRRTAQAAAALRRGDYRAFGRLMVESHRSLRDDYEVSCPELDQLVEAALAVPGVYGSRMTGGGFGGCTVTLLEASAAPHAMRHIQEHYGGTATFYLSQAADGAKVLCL
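Quantitative HTS: GALK 5 nM, ATP 35 uM, galactose 100 uM, 1 h room temperature, then luciferase-based ATP detection.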
CXXC DNA block: blocks binding of human MLL CXXC domain to DNA; 290,000 compounds, 0.037% hits; MLL-CXXC / FITC-HOXA9 DNA fluorescence polarization; Potency, µM (series often up to 115 µM), for inactives: at the highest dose activity change, negative = inhibition, most hits filed as inhibitors; active = well fitted inhibition curve with a large enough effect in the polarisation, with a control signal flat, not every such curve was filed as active; inconclusive = small, poorly fitted or top-dose-only effect, or effect the other way, or a change in a side signal; inactive = no such curve, though single readings can be large or run the other way; the % refers to the polarisation; note: potency is the fitted concentration of half-maximal effect
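Fluorescence polarization: 7 uM MLL-CXXC (stock) preincubated 5 min with compounds, then 50 nM fluorescein-HOX-A9 DNA (stock) added; 30 min ambient. Buffer 50 mM Tris-HCl pH 7.5, 50 mM NaCl, 1 mM DTT, 0.05% BSA.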
KCNH2 3.1 inh: inhibitors of human KCNH2 3.1 potassium channel isoform; U2OS KCNH2 3.1, thallium flux FluxOr; active compounds read low; activity change, % (tested at about 1.8 µM); 340,000 compounds, 0.95% hits; AID 720553;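 active = maximum activity change below -70%; inconclusive = maximum activity change from -70% to -50%; inactive = maximum activity change above -50%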;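 note: thallium influx rate constant from kinetic fluorescence after stimulation buffer; % is set by controls: 0 for no effect and ±100 for the full control effect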
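Normalized rate constant (relative to positive and negative DMSO controls) derived from a 2 min kinetic fluorescence read after stimulation; U2OS cells expressing the 3.1 isoform via virus at 1.77 x 10^8 /mL.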
USP2a inh: blocks human ubiquitin-specific protease USP2a; O75604; USP2 core, Ub-CHOP2 coupled fluorogenic reporter, 485/531; Potency, µM (highest dose often 38.3 µM), without a hit: top-dose activity change, negative = inhibition, most hits filed as inhibitors; 330,000 compounds, 0.01% hits; AID 463254;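 note: potency is the fitted concentration of half-maximal effect; plate controls were DMSO wells for no effect and full inhibition by NEM control for full effect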
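Cell-free coupled assay: 10nM USP2 core preincubated 30min RT with compound in Tris-HCl pH 8.0/CaCl2/CHAPS buffer, then 25nM Ub-CHOP2 and 25nM reporter substrate; fluorescence (Ex 485/Em 531) read after 60min RT, normalized to NEM inhibition, concentration-response curves fitted.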
B2AR arrestin: beta2AR (human) beta-arrestin recruitment activity. Potency, µM (series often up to 46.1 µM), inactives show top-dose activation, actives largely listed as activators. 330,000 compounds, 0.02% hits. P07550. AID 492947. beta-arrestin recruitment to beta2AR, cell-based reporter;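 note: potency is the fitted concentration of half-maximal effect; 0% = DMSO controls and full agonism = EC100 isoproterenol or metaproterenol; nearly all actives have a fitted effect of over 65% in size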
Target sequence (P07550 whole entry, looked up): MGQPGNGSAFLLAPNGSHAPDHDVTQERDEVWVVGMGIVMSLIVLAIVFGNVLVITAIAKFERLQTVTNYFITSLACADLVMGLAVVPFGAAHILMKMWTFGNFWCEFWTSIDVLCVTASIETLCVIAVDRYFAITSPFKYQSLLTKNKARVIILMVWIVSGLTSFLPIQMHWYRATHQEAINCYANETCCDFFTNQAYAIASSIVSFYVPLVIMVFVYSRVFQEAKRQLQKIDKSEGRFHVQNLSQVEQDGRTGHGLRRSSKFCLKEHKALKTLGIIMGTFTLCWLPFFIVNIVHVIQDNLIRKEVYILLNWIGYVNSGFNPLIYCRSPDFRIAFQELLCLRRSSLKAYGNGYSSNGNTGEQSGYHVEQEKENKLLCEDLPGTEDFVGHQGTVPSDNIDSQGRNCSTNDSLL
hERG WT inh: KCNH2 (human, wildtype) channel inhibition. U2OS, BacMam KCNH2, thallium flux FluxOr; active compounds read low. activity change, % at 1.84 µM. 340,000 compounds, 0.37% hits;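 active = maximum activity change below -70%; inconclusive = maximum activity change between -70% and -50%; inactive = maximum activity change above -50%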; note: % is set by controls: 0 for no effect and ±100 for the full control effect
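U2OS cells were transduced with wild-type KCNH2 virus (2.03 x 10^8 / mL) for 4 h at room temperature, then cultured overnight at 37 C. Thallium flux was read with FluxOr dye. Rate constants were normalized to DMSO controls.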
PKM2 act: increases activity of human pyruvate kinase M2; P14618; purified PKM2, Kinase-Glo ATP luminescence, activation; response scale: 0% is enzyme alone, no compound; Potency, µM (titrated, usually from 57.5 µM), for inactives: at the top dose activation, actives largely listed as activators; 260,000 compounds, 0.34% hits; note: potency is the fitted concentration of half-maximal effect; % is set by controls: 0 for no effect and ±100 for the full control effect; nearly all actives have a fitted effect of over 55% in size
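Kinase-Glo luminescence reports ATP generated from ADP (0.1 mM) and PEP (0.5 mM) by purified hPK-M2 after 1 h at room temperature, pH 7.2 imidazole buffer; intermediate enzyme activity allows detecting inhibitors and activators.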
* = called active by the depositor. Unless noted, calls come from the whole dose curve; as a rule, active = well fitted curve in the direction sought with a large enough effect; inconclusive = small, poorly fitted or top-dose-only effect, or another doubt; inactive = no such curve, though single readings can be large; an effect the other way counts as inactive or inconclusive. Not all compounds are listed; count on the stated rates, not on these rows.

Results for Cn1c(=O)c2c(nc(NCCCO)n2C/C=C/c2ccccc2)n(C)c1=O ?
TRPV1 agonist: -5.2; Coupling enz: -4.1; Giardia kill: -4.1; Menin MLL FP TR: -9.1%; GALK inhibitor: -1.5%; CXXC DNA block: -0.4%; KCNH2 3.1 inh: -10.4; USP2a inh: 2.8%; B2AR arrestin: -0.1%; hERG WT inh: 1.2; PKM2 act: -0.3%

How did CC1CC1C(=O)N1CCN(S(=O)(=O)c2cc(C(F)(F)F)cc(C(F)(F)F)c2)CC1 (stereo not given) do in these assays?
TRPV1 agonist: 14.3; Giardia kill: 8.4; KCNH2 3.1 inh: -4.9; USP2a inh: 6.4%; B2AR arrestin: 0.3%; hERG WT inh: 2.1

What do the screens show for `CC(NC(=O)COC(=O)c1cccnc1Cl)C12CC3CC(CC(C3)C1)C2` (stereo not given)?
Giardia kill: 4.1; KCNH2 3.1 inh: -0.8; USP2a inh: 1.5%; B2AR arrestin: -0.2%; hERG WT inh: -17.4

Results for CCOC(=O)/C=C1\SCC(=O)N1CC(=O)Nc1cc(S(=O)(=O)N(C)C)ccc1C ?
Giardia kill: 29.0; KCNH2 3.1 inh: -6.6; USP2a inh: 1.0%; B2AR arrestin: -0.4%; hERG WT inh: 0.1

Results for CCc1ccc(CN(C)C(=O)CCc2nnc(CCc3ccccc3OC)o2)nc1 ?
TRPV1 agonist: 0.5; Coupling enz: 1.8; Giardia kill: 7.8; Menin MLL FP TR: inconclusive; GALK inhibitor: 9.6%; CXXC DNA block: 1.4%; KCNH2 3.1 inh: -6.5; USP2a inh: 0.7%; B2AR arrestin: 0.4%; hERG WT inh: -0.4; PKM2 act: 3.6%

What do the screens show for `Cc1ccc2c(CN3CCCCC3C)cc(=O)oc2c1` (stereo not given)?
TRPV1 agonist: 18.2; Coupling enz: 2.1; Giardia kill: -9.1; Menin MLL FP TR: 2.9%; GALK inhibitor: 1.0%; CXXC DNA block: -0.7%; KCNH2 3.1 inh: -16.2; USP2a inh: 0.6%; B2AR arrestin: 0.2%; hERG WT inh: 49.4

Results for CCc1ccccc1NC(=O)c1cc(=O)c2ccccc2o1 ?
TRPV1 agonist: 16.5; Coupling enz: 3.4; Giardia kill: 20.8; Menin MLL FP TR: -4.9%; GALK inhibitor: -1.2%; CXXC DNA block: -1.5%; KCNH2 3.1 inh: -26.8; USP2a inh: 3.1%; B2AR arrestin: -0.4%; PKM2 act: -3.7%

What do the screens show for `COc1cccc(NC(=O)CCC(=O)Nc2cccc(OC)c2)c1`?
TRPV1 agonist: 3.2; Coupling enz: 7.0; Giardia kill: 6.6; Menin MLL FP TR: -7.2%; GALK inhibitor: 1.8%; CXXC DNA block: 5.5%; KCNH2 3.1 inh: 6.3; USP2a inh: 0.4%; B2AR arrestin: -0.1%; hERG WT inh: 6.1; PKM2 act: -9.4%

What do the screens show for `Cc1cccc(NC(=O)c2cnc3n(c2=O)CCS3)c1`?
TRPV1 agonist: 0.7; Coupling enz: -2.3; Giardia kill: 11.6; Menin MLL FP TR: -12.5%; GALK inhibitor: 0.8%; CXXC DNA block: -0.8%; KCNH2 3.1 inh: -12.6; USP2a inh: -0.8%; B2AR arrestin: -0.2%; hERG WT inh: 1.8; PKM2 act: -7.6%

Results for COc1ccc(-c2cc(C3CC3)nc(N)c2C#N)cc1 ?
TRPV1 agonist: 8.3; Coupling enz: -0.1; Giardia kill: 2.7; Menin MLL FP TR: 3.4%; GALK inhibitor: 1.3%; CXXC DNA block: 14.8%; KCNH2 3.1 inh: -12.4; USP2a inh: 0.9%; B2AR arrestin: 0.4%; hERG WT inh: 10.9

How did COc1cc(C2C3C(=O)N(c4ccc(F)cc4)C(=O)C3ON2c2ccccc2)ccc1O (stereo not given) do in these assays?
TRPV1 agonist: 6.5; Coupling enz: 0.3; Giardia kill: 3.1; Menin MLL FP TR: 23.6%; GALK inhibitor: 2.6%; CXXC DNA block: -0.9%; KCNH2 3.1 inh: -1.8; USP2a inh: 1.0%; B2AR arrestin: 0.2%; hERG WT inh: -5.5; PKM2 act: -9.1%

What do the screens show for `COc1cc([N+](=O)[O-])ccc1N1C(=O)C2C3C=CC(C4CC34)C2C1=O` (stereo not given)?
TRPV1 agonist: 1.9; Coupling enz: 0.4; Giardia kill: -1.0; Menin MLL FP TR: 0.7%; GALK inhibitor: 1.0%; CXXC DNA block: 5.0%; KCNH2 3.1 inh: 3.0; USP2a inh: 2.6%; B2AR arrestin: -0.1%; hERG WT inh: -8.4; PKM2 act: 5.9%

What do the screens show for `COc1cc2nc(N(CCN(C)C)C(=O)c3ccc4ccccc4c3)sc2cc1OC`?
TRPV1 agonist: -2.7; Coupling enz: -2.8; Giardia kill: -1.1; Menin MLL FP TR: -6.5%; GALK inhibitor: -9.7%; CXXC DNA block: 1.5%; KCNH2 3.1 inh: 4.2; USP2a inh: 1.5%; B2AR arrestin: -0.8%; hERG WT inh: -7.1

What do the screens show for `CCOc1ccccc1OCCCC(=O)NC1CCCc2ccccc21` (stereo not given)?
TRPV1 agonist: 8.3; Coupling enz: 2.4; Giardia kill: 17.0; Menin MLL FP TR: inconclusive; GALK inhibitor: 0.7%; CXXC DNA block: 4.1%; KCNH2 3.1 inh: 12.4; USP2a inh: 1.4%; B2AR arrestin: -0.5%; hERG WT inh: 9.3; PKM2 act: -15.3%

What do the screens show for `COc1ccc(C(=O)C(CO)Oc2ccccc2OC)cc1OC` (stereo not given)?
TRPV1 agonist: -6.1; Coupling enz: -4.3; Giardia kill: -8.6; Menin MLL FP TR: 2.9%; GALK inhibitor: -0.2%; CXXC DNA block: 7.7%; KCNH2 3.1 inh: -5.8; USP2a inh: -3.9%; B2AR arrestin: 0.0%; hERG WT inh: 0.5; PKM2 act: -1.7%

What do the screens show for `O=C(/C=C/Nc1cccc(F)c1)c1ccco1`?
TRPV1 agonist: inconclusive; Coupling enz: 5.9; Giardia kill: 2.1; Menin MLL FP TR: -0.4%; GALK inhibitor: 3.6%; CXXC DNA block: 7.8%; KCNH2 3.1 inh: -6.9; USP2a inh: 0.6%; B2AR arrestin: 0.4%; hERG WT inh: -1.8; PKM2 act: -15.4%

What do the screens show for `COc1ccc(-n2cc(CNCCCN3CCCC3=O)c(-c3ccccc3Cl)n2)cc1`?
TRPV1 agonist: -0.7; Coupling enz: 2.7; Giardia kill: 12.2; Menin MLL FP TR: -20.2%; GALK inhibitor: -0.7%; CXXC DNA block: 2.1%; KCNH2 3.1 inh: 15.4; USP2a inh: 0.0%; B2AR arrestin: -0.3%; hERG WT inh: 22.1; PKM2 act: 1.9%

What do the screens show for `CC(C(=O)Nc1ccc2[nH]c(=O)[nH]c2c1)N1CCN(Cc2ccc3c(c2)OCO3)CC1` (stereo not given)?
TRPV1 agonist: -0.5; Giardia kill: -8.4; KCNH2 3.1 inh: -6.9; USP2a inh: 0.6%; B2AR arrestin: -0.2%; hERG WT inh: -0.8

How did O=C(c1ccc(Cl)cc1Cl)c1ncc(C(F)(F)F)cc1Cl do in these assays?
TRPV1 agonist: 5.0; Coupling enz: 1.7; Giardia kill: -10.3; Menin MLL FP TR: -2.8%; GALK inhibitor: 1.9%; CXXC DNA block: -1.7%; KCNH2 3.1 inh: -9.4; USP2a inh: 0.5%; B2AR arrestin: 0.1%; hERG WT inh: 9.0; PKM2 act: -1.7%

How did COc1ccc(S(=O)(=O)N2CCC(C(=O)NCCC(=O)NC3CC3)CC2)cc1 do in these assays?
TRPV1 agonist: -1.1; Coupling enz: -0.5; Giardia kill: 1.2; Menin MLL FP TR: -6.8%; GALK inhibitor: 1.8%; CXXC DNA block: -18.2%; KCNH2 3.1 inh: -5.5; USP2a inh: 4.7%; B2AR arrestin: 0.1%; hERG WT inh: 2.9

What do the screens show for `COC(=O)c1sccc1-n1cccc1C(=O)C(=O)N1CCCC1`?
TRPV1 agonist: 0.1; Coupling enz: 2.1; Giardia kill: 17.7; Menin MLL FP TR: 6.7%; GALK inhibitor: -1.8%; CXXC DNA block: 5.4%; KCNH2 3.1 inh: 2.0; USP2a inh: -0.1%; B2AR arrestin: -0.2%; hERG WT inh: -3.9; PKM2 act: 10.6%

What do the screens show for `CC(C)Sc1nc2ccccc2[nH]1`?
TRPV1 agonist: 2.7; Coupling enz: -2.4; Giardia kill: -9.4; Menin MLL FP TR: 7.4%; GALK inhibitor: 2.1%; CXXC DNA block: -4.7%; KCNH2 3.1 inh: -110.2*; USP2a inh: 0.8%; B2AR arrestin: 0.0%; hERG WT inh: 11.9; PKM2 act: -2.4%
